# Growth percent in the NCI-60 one-dose screen (48 h, 10 µM unless noted): 100 = growth as untreated, 0 = no growth, -100 = all killed.
# RXF 393 = RXF 393 renal cancer cells; actives 6.9% (n = 77,000)
# NCI-H226 = NCI-H226 lung cancer | actives 3.5% (n = 79,000) | AID 1794732
# COLO 205 = COLO 205 colon cancer | actives 7.3% (n = 79,000)
# NCI-H23 = NCI-H23 lung cancer; actives 4% (n = 80,000)
# NCI-H322M = NCI-H322M lung cancer; actives 2.7% (n = 80,000)
# A498 = A498 renal cancer cells | actives 5.4% (n = 76,000) | AID 1794774
# HT29 = HT29 colon cancer | actives 7.4% (n = 81,000) | AID 1794748
# NCI-H522 = NCI-H522 lung cancer; actives 8% (n = 78,000)
# NCI-H460 = NCI-H460 lung cancer; AID 1794736; actives 6.8% (n = 82,000)
# Starred values were filed as active, the others as inactive; . = not tested or not shown; & = joins results of further samples. The calls were made as follows: active = growth percent below 10; inactive = the rest.
SMILES,RXF 393,NCI-H226,COLO 205,NCI-H23,NCI-H322M,A498,HT29,NCI-H522,NCI-H460
O=C(/C=C/C12c3ccccc3C(c3ccccc31)C1C(=O)N(c3ccc(C(=O)c4ccccc4)cc3)C(=O)C12)c1ccc(Br)cc1 (stereo unspecified),65,67,.,68,102,.,45,91,92
CCCCCCCCCCCC(=O)Nc1ccc(N(CC)CC)cc1,74,80,95,94,98,87,99,81,99
O=C1NCC(Nc2ccc(Cl)cc2)C(=O)N1 (stereo unspecified),101,97,107,108,97,.,108,101,102
C#CCNC(=O)CCC(=O)OC[C@]12CC[C@@H](C)[C@H](C)[C@H]1C1=CC[C@@H]3[C@@]4(C)CCCNC(C)(C)[C@@H]4CC[C@@]3(C)[C@]1(C)CC2,97,72,72,87,79,77,95,76,75
CCCCN(CCCC)CCCN=c1nc2c(c(N)n1-c1ccccc1)c(=S)n(-c1ccccc1)c(=S)n2-c1ccccc1,-68*,-82*,-74*,-56*,-58*,-100*,-63*,-55*,-96*
NC1CCN(c2nc(Nc3cccc(C(F)(F)F)c3)c3c(=O)[nH]ccc3n2)CC1,-94*,-63*,-61*,-59*,-13*,94,-16*,-85*,-59*
Fc1cccc(/C=N/Nc2nc(N/N=C/c3cccc(F)c3)nc(N3CCCCC3)n2)c1,113,82,100,90,108,84,91,92,91
Cc1ccc(N2CCN(CC(O)COc3ccccc3C)CC2)cc1 (stereo unspecified),120,107,91,103,104,111,104,88,116
c1ccc(-c2cn3ccnc3c(-c3ccc4c(c3)ncn4C3CCCCC3)n2)cc1,77,106,100,103,97,106,91,84,104
O=C1CC2CCCCC2O1 (stereo unspecified),98,98,114,109,110,112,111,.,112
O=C(Cc1ccccn1)C(F)(F)C(F)(F)C(F)(F)F,125,102,127,104,116,126,111,111,111
COc1cc(-c2n/c(=C\c3c(O)[nH]c4cc(Cl)ccc34)cc3c2=Nc2ccccc2-3)cc(OC)c1OC,29,90,59,45,62,94,24,55,60
CN1CCN(Cc2ccc(NC(=O)c3cncc(C#Cc4cnc(N)c5ncccc45)c3)cc2C(F)(F)F)CC1,-84*,7.1*,-55*,22,25,-27*,-50*,9.7*,-35*
O=C(CN1C(=O)/C(=C\c2ccc(Cl)cc2)SC1=S)Nc1ncc(Cc2ccc(Cl)cc2)s1,110,.,110,100,107,115,110,89,100
Clc1ncnc2c1ncn2C1CCCO1 (stereo unspecified),134,88,115,87,100,138,105,83,103
Cn1c(=O)[nH]c(=O)c2nc(CCC(=O)NCCC(=O)O)c(=O)[nH]c21,112,88,109,97,100,114,106,96,103
Cc1nc2sc(C(=O)Nc3cccc(Br)c3)c(N)c2cc1C(O)c1ccccc1 (stereo unspecified),28,62,17,25,61,5.7*,18,9.7*,4.9*
CC(C)Cc1ccc(C(C)C(=O)OCc2ccc(Cn3c(=O)sn(CCCCl)c3=O)cc2)cc1 (stereo unspecified),.,99,115,101,107,97,112,91,113
Nc1nc(N)c(N=Nc2ccc(S(=O)(=O)O)cc2)c(N)n1,.,89,116,113,102,118,100,89,103
CCN(c1ccc2c(c1)C(C)(C)CCC2(C)C)c1ncc(C(=O)O)cn1,106,85,101,96,105,80,106,68,99
CC(=O)Nc1ccc(S(N)(=O)=O)cc1,115,102&107,102&100,100&100,93&113,101&86,97&106,80&98,105&102
COc1ccc(OC)c(-c2nc3sc(-c4cn(C)c5ccccc45)nn3c2C=O)c1,104,99,105,97,98,97,94,93,106
O=C(CCl)N1c2cccc3cccc(c23)N(C(=O)CCl)C1c1cn(-c2ccccc2)nc1-c1cccc([N+](=O)[O-])c1,100,99,.,90,104,.,45,77,103
N/C(=N\C(N)=N\c1nc2ccccc2s1)c1ccc2c(c1)OCO2,125,88,111,81,93,80,121,97,76
CC(=O)n1nc(C(=O)OC(C)(C)C)c2cc(F)c(F)cc21,126,105,103,101,102,104,100,83,102

# An excerpt from above in order of length of the SMILES, lowest first.
SMILES,RXF 393,NCI-H226,COLO 205,NCI-H23,NCI-H322M,A498,HT29,NCI-H522,NCI-H460
O=C1CC2CCCCC2O1 (stereo unspecified),98,98,114,109,110,112,111,.,112
Clc1ncnc2c1ncn2C1CCCO1 (stereo unspecified),134,88,115,87,100,138,105,83,103
O=C(Cc1ccccn1)C(F)(F)C(F)(F)C(F)(F)F,125,102,127,104,116,126,111,111,111
Cc1ccc(N2CCN(CC(O)COc3ccccc3C)CC2)cc1 (stereo unspecified),120,107,91,103,104,111,104,88,116
Nc1nc(N)c(N=Nc2ccc(S(=O)(=O)O)cc2)c(N)n1,.,89,116,113,102,118,100,89,103
CC(=O)n1nc(C(=O)OC(C)(C)C)c2cc(F)c(F)cc21,126,105,103,101,102,104,100,83,102
N/C(=N\C(N)=N\c1nc2ccccc2s1)c1ccc2c(c1)OCO2,125,88,111,81,93,80,121,97,76
c1ccc(-c2cn3ccnc3c(-c3ccc4c(c3)ncn4C3CCCCC3)n2)cc1,77,106,100,103,97,106,91,84,104
Cn1c(=O)[nH]c(=O)c2nc(CCC(=O)NCCC(=O)O)c(=O)[nH]c21,112,88,109,97,100,114,106,96,103
NC1CCN(c2nc(Nc3cccc(C(F)(F)F)c3)c3c(=O)[nH]ccc3n2)CC1,-94*,-63*,-61*,-59*,-13*,94,-16*,-85*,-59*
Fc1cccc(/C=N/Nc2nc(N/N=C/c3cccc(F)c3)nc(N3CCCCC3)n2)c1,113,82,100,90,108,84,91,92,91
O=C(CN1C(=O)/C(=C\c2ccc(Cl)cc2)SC1=S)Nc1ncc(Cc2ccc(Cl)cc2)s1,110,.,110,100,107,115,110,89,100
CN1CCN(Cc2ccc(NC(=O)c3cncc(C#Cc4cnc(N)c5ncccc45)c3)cc2C(F)(F)F)CC1,-84*,7.1*,-55*,22,25,-27*,-50*,9.7*,-35*
COc1cc(-c2n/c(=C\c3c(O)[nH]c4cc(Cl)ccc34)cc3c2=Nc2ccccc2-3)cc(OC)c1OC,29,90,59,45,62,94,24,55,60
O=C(/C=C/C12c3ccccc3C(c3ccccc31)C1C(=O)N(c3ccc(C(=O)c4ccccc4)cc3)C(=O)C12)c1ccc(Br)cc1 (stereo unspecified),65,67,.,68,102,.,45,91,92
C#CCNC(=O)CCC(=O)OC[C@]12CC[C@@H](C)[C@H](C)[C@H]1C1=CC[C@@H]3[C@@]4(C)CCCNC(C)(C)[C@@H]4CC[C@@]3(C)[C@]1(C)CC2,97,72,72,87,79,77,95,76,75

# Next part
SMILES,RXF 393,NCI-H226,COLO 205,NCI-H23,NCI-H322M,A498,HT29,NCI-H522,NCI-H460
CNc1nc2ncc(-c3c(C)noc3C)cc2n1Cc1ccccc1,54,57,30,56,67,0.9*,32,57,65
O=C(O)CSC(Nc1ccccc1C(=O)O)c1ccccc1 (stereo unspecified),114,105,111,99,104,109,110,103,106
N#Cc1ccccc1-c1ccc(CN2C(=O)S/C(=C\c3ccc([N+](=O)[O-])cc3)C2=O)cc1,107,82,117,103,113,106,108,96,111
NC(=O)C1CCN(c2c(Cl)cncc2Cl)CC1,102,94,100,101,107,84,95,94,108
CCOC(=O)c1ccc(N/C=C/C(=O)c2ccc(F)cc2)cc1,103,101,104,95,100,87,105,95,103
O=C(CCl)Nc1c[nH]c(=O)[nH]c1=O,123,112,91,102,107,82,100,81,102
OC(c1ccccc1)(c1ccccc1)C1CCN(c2ccc3nnc(Cl)n3n2)CC1,33,11,-29*,37,74,78,27,-60*,20
O=C(O)C1CC2CCC1CC2 (stereo unspecified),.,120,112,111,114,104,115,113,106
CCOC(OCC)c1nc(N)nc(N)c1-c1ccc(Cl)cc1,100,93,106,105,117,78,119,148,101
CCCCS(=O)(=O)NC(=O)Nc1ccc(C)cc1,98,103,104,106,96,122,102,99,106
O=S(=O)(Oc1ccc(-c2cn3ccsc3n2)cc1)c1ccccc1,113,101,116,97,98,87,105,94,107
O=C(N/N=C/c1ccc(N2CCCC2)cc1)c1cnc2n(c1=O)CCCCC2,109,97,113,95,110,.,111,108,109
O=C(Nc1cccnc1)c1cccs1,84,75,54,50,81,63,29,59,51
COc1cc(C2NC(=O)NC(C)=C2C(=O)c2cnccn2)cc(OC)c1OC (stereo unspecified),107,97,.,91,104,.,101,92,107
CSC1=NCCN1,117,115,118,97,121,111,106,98,113
O=c1[nH]c2ccc(Cl)cc2cc1CSc1ccccc1Nc1nccc(-c2ccc(C(F)(F)F)cc2)n1,53,71,105,.,93,86,73,85,55
Cc1ccc2c(C3C(C#N)=C(N)Oc4cc5ccccc5cc43)cc(=O)oc2c1 (stereo unspecified),-11*,88,2.7*,41,43,31,6.7*,7.8*,13
COCCCNS(=O)(=O)c1ncnc2nc[nH]c12,.,134,112,96,119,87,125,119,105
COc1ccc2c(c1)C1=NN(C(=O)CO)[C@H](c3ccc(OC(F)(F)F)cc3)[C@@H]1CC2,-20*,85,110,92,130,94,92,83,103
C=CCSC(=O)Oc1c(Cl)c(Cl)c(Cl)c(Cl)c1Cl,124,98,119,90,99,123,107,94,107
COc1ccc(-c2nc(/C=C3/C(=O)N(C)c4ccccc43)c3ccccn23)cc1OC,99,100,139,92,109,99,93,71,109
O=C1OC(=O)C2C(c3ccccc3)=C(c3ccccc3)C(c3ccccc3)=C(c3ccccc3)C12 (stereo unspecified),121,101,121,.,102,102,106,105,111
O=Cc1cc(Br)ccc1O,102,108,115,105,97,92,107,102,99
O=c1c2cnn(-c3ccccc3)c2n2c(-c3ccc(Cl)cc3)nnc2n1-c1ccccc1,114,85,118,101,.,.,95,67,109
COc1ccc(C2=NN(C(C)=O)C(c3sc(Cl)nc3Cl)C2)cc1 (stereo unspecified),84,73,97,100,91,59,85,89,108

# Reprinted from the part before: two compounds, followed by the next part.
SMILES,RXF 393,NCI-H226,COLO 205,NCI-H23,NCI-H322M,A498,HT29,NCI-H522,NCI-H460
O=c1c2cnn(-c3ccccc3)c2n2c(-c3ccc(Cl)cc3)nnc2n1-c1ccccc1,114,85,118,101,.,.,95,67,109
COc1ccc(C2=NN(C(C)=O)C(c3sc(Cl)nc3Cl)C2)cc1 (stereo unspecified),84,73,97,100,91,59,85,89,108
N#CC1=C(N)OC2=C(C(=O)c3ccccc3C2=O)C1c1ccsc1 (stereo unspecified),.,.,106,78,108,109,106,83,110
CC(C)=C/C(C)=C(/C#N)C(=O)OC(C)C,114,115,104,98,105,113,99,86,114
CCn1c(SCC(=O)Nc2ccc(S(=O)(=O)Nc3ccc(Cl)nn3)cc2)nc2ccccc2c1=O,.,101,118,103,104,89,116,97,111
Cc1ccc(C2CC(c3cccc(Nc4ccncc4)c3)=NN2c2ccccc2)cc1 (stereo unspecified),.,29,-69*,-69*,-87*,31,-42*,-65*,-78*
[2H]c1nc(=Nc2cc(NC(=O)C=C)c(N(C)CCN(C)C)cc2OC)[nH]c(-c2cn(C([2H])([2H])[2H])c3ccccc23)c1[2H],44,75,29,60,2.1*,37,-3.7*,13,57
Cc1cc(=O)oc2cc(OCC(O)CNN3C(=O)c4cccc5c(N6CCCC6)ccc(c45)C3=O)ccc12 (stereo unspecified),75,90,79,89,73,102,82,84,98
O=C1C(c2c[nH]c3ccccc23)=C(c2coc3ccc(O)cc23)C(=O)N1O,116,104,121,96,106,118,114,81,98
Cc1nc(NCc2ccco2)c2cn[nH]c2n1,113,.,98,133,90,99,99,81,105
O=C(N1CCC(CN=c2cc3n(-c4ccc(Cl)cc4)c4ccccc4nc-3cc2Nc2ccc(Cl)cc2)CC1)N1CC1,-93*,37,-59*,-58*,-54*,-60*,-98*,-77*,-71*
COc1ccccc1CNCCCN1C(=O)c2ccc3c4c(ccc(c24)C1=O)C(=O)N(CCCNCCCCN)C3=O,-81*,-57*,-82*,-39*,-10*,-52*,-24*,-84*,-46*
C[N+]1(CC(=O)c2ccccc2)CCCCC1,111,101,108,111,109,96,103,98,110
CN(C)CCCc1ccc(Nc2cnn(C)c(=O)c2Cl)cc1,90,99,118,98,93,95,105,96,103
CCOC(=O)C(/C=N\C(=S)Nc1ccc(Cl)c(Cl)c1)=C(/O)c1ccccc1,82,65,89,79,94,80,86,37,101
O=C(O)c1ccc(OCc2ccccc2)cc1,112,90,104,95,94,.,100,92,108
Cc1cc(=O)oc2c3c(ccc12)OC(N)=C(C#N)C3c1ccccc1 (stereo unspecified),110,99,98,99,97,110,100,87,108
O=C(O)c1ccc2c3c(ncnc13)-c1ccccc1C2=O,73,52,55,-77*,24,-2.4*,59,78,12
Cc1nc2ccccc2c(=O)n1N,111&108,98&99,111&98,100&99,100&96,96&95,100&94,98&91,107&105

# Screens: PubChem, NCI

# Compounds as they come (roughly 12% active in at least one column).
